LAP4-GFP MLPCN – modulators of TOR pathway LAP4-GFP in S. cerevisiae; S. cerevisiae LAP4-GFP multiplex, flow cytometry GFP, 3 h; median GFP as percent of DMSO wells; GFP response vs DMSO, % at 10 µM; 320,000 tested, 0.34% active;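 active = GFP response vs DMSO above a set limit, about the screen mean plus 3 SD, cut at about 150% in these data; inconclusive = under 70 cell events counted for the yeast strain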
MEP2 TOR yeast – modulators of TOR pathway MEP2-GFP in S. cerevisiae | 330,000 tested, 0.51% active | S. cerevisiae MEP2-GFP strain, flow cytometry GFP, 3 h; 100% = DMSO control level | GFP response vs DMSO, % at 10 µM | AID 2016;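 active = GFP response versus DMSO above a set limit, roughly screen mean plus 3 SD, cut at about 180% in these data; inconclusive = fewer than 70 cells counted for a yeast strain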;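 note: median GFP fluorescence of the barcode-gated MEP2-GFP cells per well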
AHR activator – activators of human aryl hydrocarbon receptor | activation, % at 5 µM | P35869 | AID 2796 | AHR-responsive luciferase reporter cells, luminescence | 320,000 tested, 2.5% active; in the data active = activation above about 47%;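 note: 0% = vehicle wells and 100% = reference agonist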
Target sequence (P35869 whole entry, looked up): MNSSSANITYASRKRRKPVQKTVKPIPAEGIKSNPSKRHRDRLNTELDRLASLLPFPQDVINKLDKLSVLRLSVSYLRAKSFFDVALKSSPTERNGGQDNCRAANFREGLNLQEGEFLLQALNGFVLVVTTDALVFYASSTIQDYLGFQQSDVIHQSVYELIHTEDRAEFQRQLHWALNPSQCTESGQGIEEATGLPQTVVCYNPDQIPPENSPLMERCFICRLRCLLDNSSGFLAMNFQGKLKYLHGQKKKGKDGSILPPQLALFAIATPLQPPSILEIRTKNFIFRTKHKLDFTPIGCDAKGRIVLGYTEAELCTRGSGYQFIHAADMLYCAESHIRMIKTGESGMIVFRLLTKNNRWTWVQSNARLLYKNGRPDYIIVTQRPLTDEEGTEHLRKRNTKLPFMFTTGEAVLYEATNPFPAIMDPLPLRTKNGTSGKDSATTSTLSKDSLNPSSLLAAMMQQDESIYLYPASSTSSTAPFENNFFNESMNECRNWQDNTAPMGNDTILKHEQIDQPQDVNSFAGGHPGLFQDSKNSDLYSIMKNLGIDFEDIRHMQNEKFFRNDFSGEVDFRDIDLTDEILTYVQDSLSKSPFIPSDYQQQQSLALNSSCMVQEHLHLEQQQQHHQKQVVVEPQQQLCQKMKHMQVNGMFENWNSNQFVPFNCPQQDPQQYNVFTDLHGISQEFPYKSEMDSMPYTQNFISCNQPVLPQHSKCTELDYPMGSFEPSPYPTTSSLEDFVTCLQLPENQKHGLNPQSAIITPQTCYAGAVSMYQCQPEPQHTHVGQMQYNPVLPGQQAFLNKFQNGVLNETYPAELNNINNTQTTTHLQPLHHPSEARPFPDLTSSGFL
Efflux pump mplx – antifungal efflux pump inhibition, Nile Red retention. S. cerevisiae Candida pump triplex. inhibition, % at 10 µM. 330,000 tested, 0.44% active;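 active = plate passing quality check with inhibition over a set limit, or well fluorescence over plate mean plus 4 SD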;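 note: Nile Red retained in pooled yeast measured as flow cytometry median fluorescence; 0% = buffer negative control and 100% = Enniatin B positive control; higher means more Nile Red kept so more efflux inhibition; some compounds called inactive have numbers as strong as hits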
AGP1-GFP MLPCN – alters AGP1-GFP fluorescence in TOR pathway yeast screen | S. cerevisiae AGP1-GFP multiplex flow cytometry, 3 h; GFP as percent of DMSO wells | 320,000 tested, 0.02% active | GFP response vs DMSO, % at 10 µM;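 active = GFP response relative to DMSO above a set limit, near screen average plus 3 SD, cut at about 150% in these data; inconclusive = fewer than 70 cells counted for the yeast strain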;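 note: median GFP channel fluorescence of the gated AGP1 strain per well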
RPL19A TOR yeast – alters RPL19A-GFP fluorescence in TOR pathway yeast screen | percent response vs DMSO, % at 10 µM | S. cerevisiae RPL19A-GFP strain, flow cytometry, 3 h; active compounds read low | 330,000 tested, 0.3% active;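 active = percent response vs DMSO below 50%; inconclusive = fewer than 70 events counted for the yeast strain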;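 note: median channel GFP fluorescence of the barcoded RPL19A-GFP strain; ratio of sample median GFP to plate DMSO average so 100% = DMSO; lower means less RPL19A-GFP as with rapamycin TOR inhibition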
CIT2 TOR yeast – alters CIT2-GFP fluorescence in TOR pathway yeast screen. S. cerevisiae CIT2-GFP strain, flow cytometry, 3 h; 100 means same as DMSO wells. GFP response vs DMSO, % at 10 µM. 320,000 tested, 0.065% active. AID 2029;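 active = GFP response relative to DMSO above a set limit, near the screen mean plus 3 SD, cut at about 150% in these data; inconclusive = Fewer than 70 cells measured for a yeast strain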;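 note: ratio of well median GFP fluorescence to mean of DMSO wells on the plate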
CR mimetic SO – lowers age-related superoxide in aged yeast cells | S. cerevisiae aged cells, superoxide DHE fluorescence; active compounds read low | superoxide response (% of plate mean), % at 10 µM | 330,000 tested, 0.18% active | AID 2690;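 active = superoxide response under a set limit, about three screen SD below normal, cut at about 65% in these data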;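 note: yeast aged for seven days with compound at 30 °C before DHE staining; 100% = average MFI of all compound-treated wells on the plate with controls excluded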
* = called active by the depositor; ? = inconclusive; . = no result given; [ ] = another dose, or the depositor's remark.

SMILES | LAP4-GFP MLPCN | MEP2 TOR yeast | AHR activator | Efflux pump mplx | AGP1-GFP MLPCN | RPL19A TOR yeast | CIT2 TOR yeast | CR mimetic SO
O=C(CC1SC(=Nc2ccc3c(c2)OCCO3)NC1=O)Nc1ccc(F)cc1F (stereo not drawn) | 102.0 | 113.5 | 1.6 | 0.1 | 120.0 | 123.4 | 115.4 | 92.8
Cc1cc(C)n2c(SCc3cccs3)nnc2n1 | 106.2 | 98.7 | -1.6 | 0.0 | 96.0 | 98.4 | 90.9 | 107.0
CSc1ccc(/C=C/C(=O)OCC(=O)NC(C)C)cc1 | 89.6[may fluoresce red] | 94.7[may fluoresce red] | 0.6 | 0.2 | 92.5[may fluoresce red] | ? | . | 105.6
CCOc1ncccc1C(=O)OCC(=O)Nc1ccc2c(c1)CCC2 | 98.2 | 105.2 | 0.7 | 0.3 | 94.0 | 96.5 | 86.9 | 115.1
FC(F)(F)c1cnc2c(c1)Nc1ccccc1S2 | 100.1 | 107.6 | 5.7 | -0.1 | 106.3 | 101.1 | 112.5 | 91.2
Cc1ccc(C)c(NC(=S)N2CCN(Cc3ccccc3)CC2)c1 | 89.2 | 102.6 | -0.6 | -0.2 | 97.4 | 101.6 | 100.5 | 88.0
CN(C(=O)COC(=O)c1ccccc1C(=O)N(C)c1ccccc1)c1ccccc1 | 98.9 | 147.6 | 0.8 | -0.2 | 29.5 | 97.3 | 65.5 | 76.0
CCCSc1ccc([C@@H]2[C@@H]3C(=O)N(CC)C(=O)[C@@H]3[C@]3(C(=O)OC)CCCCN23)cc1OC | 106.6 | 104.9 | 7.6 | 0.4 | 109.7 | 108.9 | 101.8 | 119.4
CCn1c(SCC(=O)NCc2cccs2)nnc1-c1cccs1 | 99.4 | 102.4 | -0.3 | 0.2 | 93.9 | 98.5 | 96.5 | 132.6
COc1ccc(CNS(=O)(=O)c2ccc3c(c2)CCN3C(=O)C2CC2)cc1 | 102.7 | 104.7 | 0.1 | 0.0 | 105.2 | 99.6 | 101.1 | 102.4
O=S(=O)(c1ccccc1)N(CC(O)COc1ccccc1)c1ccccc1 (stereo not drawn) | 99.3 | 96.4 | 7.6 | 0.5 | 106.5 | 103.1 | 96.4 | 94.1
N=C1S/C(=C\c2ccco2)C(=O)N1c1nccs1 | 167.9* | 107.6 | 112.2* | -0.1 | 75.7 | 100.7 | 71.6 | 130.4
Cc1ccc(S(=O)(=O)N2CCN(Cc3cccc(F)c3)CC2)cc1 | 109.7 | 97.8 | -1.2 | 0.0 | 101.8 | 95.6 | 100.9 | 102.4
O=C(NCc1ccccc1CN1CCCCC1)c1ccc(Cl)cc1N1CCCC1=O | 103.3 | 108.7 | 2.7 | 0.0 | 100.0 | 98.1 | 97.5 | 92.5
CC1(C)C(=O)Nc2ccccc2N1C(=O)COC(=O)CCSc1ccccc1 | 100.0 | 98.9 | -1.1 | 0.0 | 107.5 | 98.1 | 106.9 | 94.8
O=C1CC(c2cccc(Br)c2)C2=C(COC2=O)N1 (stereo not drawn) | 96.0 | 96.8 | -0.8 | -0.2 | 98.5 | 91.7 | 97.7 | 97.6
CCN(c1ccc2c(c1)OCO2)S(=O)(=O)c1cc(Br)cc2c1N(C(=O)C1CC1)CC2 | 106.9 | 104.7 | 1.8 | 0.5 | 104.3 | 98.5 | 104.0 | 98.9
Cc1ccc(CSc2nn3c(=O)c(C)nnc3s2)cc1 | 104.2 | 105.8 | -0.2 | -0.1 | 93.3 | 113.7 | 97.1 | 112.8
Cc1ccc(S(C)(=O)=NC(=O)NC(=O)c2c(F)cccc2Cl)cc1 (stereo not drawn) | 133.8 | 99.0 | -0.2 | 0.0 | 112.0 | 99.4 | 108.8 | 81.5
O=C(CSc1nc(-c2ccccc2Cl)ns1)NCc1ccco1 | 105.0 | 97.9 | 0.6 | -0.2 | 104.5 | 101.7 | 101.4 | 101.9
Cc1cc(C)c2oc(C(=O)N3CCN(C)CC3)cc(=O)c2c1 | 92.9 | 101.3 | 1.3 | 0.0 | 100.0 | 104.3 | 104.2 | 105.5
COc1ccc(S(=O)(=O)NCc2nc3nc(C)cc(C)n3n2)cc1OC | 108.3 | 101.0 | -0.3 | 0.1 | 98.1 | 99.9 | 98.4 | 92.1
Cc1cccc(NC(=O)CCN2CC(C)CC(C)C2)c1 (stereo not drawn) | 78.8 | 99.2 | -0.2 | 0.0 | 100.8 | 102.4 | 102.5 | 97.5
Cc1nc2ncnn2c(C)c1CCC(=O)NCCC1=CCCCC1 | 96.8 | 92.5 | -1.8 | -0.1 | 94.9 | 94.6 | 91.4 | 102.9
CCOc1ccc2nc(-c3ccccc3)nc(SCC(=O)Nc3ncc(C)s3)c2c1 | 79.7 | 92.5 | 7.1 | 0.1 | 106.4 | 97.4 | 92.2 | 100.4
Cc1nnc(SCc2cccc(Cl)c2)n(N)c1=O | 108.7 | 91.3 | 6.8 | 0.0 | 99.0 | 89.9 | 88.0 | 105.6
O=C(CN1C2=NCCN2c2ccccc21)N1CCOCC1 | 107.7 | 102.8 | 5.0 | 0.3 | 104.6 | 102.6 | 101.7 | 102.4
O=C(Nc1ccccn1)[C@@H]1CCC(=O)N1C(=O)OCc1ccccc1 | 85.5 | 91.8 | 0.8 | 0.1 | 85.4 | 88.5 | 87.6 | 101.8
O=C(c1c(F)cccc1F)N1CCCC(c2nc(-c3ccc(F)cc3)no2)C1 (stereo not drawn) | 93.9 | 104.7 | 2.9 | 0.0 | 100.0 | 101.2 | 100.6 | 100.0
O=C1NC[C@@H](Cc2cccc3ccccc23)N(CC2CCCCC2)C1=O | 88.7 | 99.5 | 4.4 | 0.0 | 104.5 | 99.9 | 96.6 | 98.4
CSCCC(C(=O)N1CC2(C)CC1CC(C)(C)C2)N1C(=O)c2ccccc2C1=O (stereo not drawn) | 93.4 | 95.9 | 1.9 | 0.0 | 97.2 | 95.5 | 86.2 | 92.0
CC(C)Nc1nc(NC(C)C)nc(N(C)C#N)n1 | 99.2 | 112.6 | 1.9 | 0.1 | 103.4 | 100.0 | 110.2 | 84.3
O=C(c1cccnc1)N1CCc2ccccc2C1 | 90.1 | 99.6 | 5.4 | 0.0 | 100.1 | 99.7 | . | 109.6
COc1cccc(-c2cc(C(=O)Nc3cccnc3)c3ccccc3n2)c1 | 83.5 | 93.6 | 19.3 | -0.2 | 85.2 | 94.2 | 87.9 | 87.7
CN(C(=O)c1cc2n(n1)C(C(F)(F)F)CC(c1ccco1)N2)c1ccccc1 (stereo not drawn) | 98.7 | 101.3 | -0.2 | -0.2 | 102.0 | 99.4 | 104.0 | 96.5
COC(=O)CN=Cc1c(O)n(-c2ccc(Cl)cn2)c(=O)c2ccccc12 | 97.5 | 99.6 | -0.9 | 0.1 | 99.2 | 95.5 | 97.1 | 96.1
COc1ccnc(NCc2ccc(Cl)cc2)c1C#N | 99.3 | 94.0 | -3.0 | 0.1 | 92.8 | 94.9 | 84.4 | 119.6
Cc1ccc(OCC(=O)N2CCCCC2C)c([N+](=O)[O-])n1 (stereo not drawn) | 107.7 | 105.5 | -1.5 | 0.2 | 101.8 | 109.3 | 100.5 | 120.3
Cc1ccc(S(=O)(=O)N2CCC(C(=O)O)CC2)cc1 | 109.2 | 98.9 | -0.9 | 0.0 | 99.0 | 104.0 | 94.9 | 99.6
Cc1ccc(C(=O)NC(=S)Nc2cccc(NC(=O)c3ccccc3Cl)c2)cc1[N+](=O)[O-] | 92.7 | 101.5 | 6.2 | -0.4 | 96.2 | 100.4 | 95.9 | 93.7
CC(C)(C)NC(=O)C(=O)NNC(=O)c1cccc(Br)c1 | 92.8 | 97.5 | 4.3 | -0.1 | 101.9 | 98.2 | 105.6 | 93.8
COc1cccc(OCCNc2ccc([N+](=O)[O-])cn2)c1 | 100.1 | 90.8 | 1.4 | -0.1 | 85.7 | 91.6 | 78.8 | 95.7
CN(c1ccccc1)c1cc(Br)nc(Br)c1 | 121.9 | 106.5 | 0.7 | 0.1 | 100.7 | 102.2 | 95.6 | 98.5
CCc1ccc(NC(=O)N(CCCOC(C)C)C2CCN(C(C)=O)CC2)cc1 | 99.8 | 92.9 | -1.1 | 0.0 | 100.3 | 91.5 | 95.8 | 90.2
COc1ccc(N(C(=O)Cc2cccs2)C2C=CS(=O)(=O)C2)cc1 (stereo not drawn) | 95.9 | 87.8 | 9.0 | 0.1 | 97.0 | 90.3 | 91.7 | 85.4
Fc1cccc(Cl)c1CNc1ccc(N2CCCC2)cc1 | 106.0 | 111.9 | 6.3 | 0.0 | 106.4 | 114.0 | 107.1 | 85.4
Cc1cccc(NC(=O)c2cnc3n(c2=O)CCS3)c1 | 116.3 | 112.2 | 5.2 | -0.3 | 96.1 | 101.9 | 96.5 | 96.2
S=C(Nc1cccnc1)NC1CCCCCCC1 | 98.0 | 100.0 | 9.8 | -0.1 | 106.7 | 103.4 | 100.7 | 94.2
CC(C)C(OC(=O)CCCC(=O)Nc1nccs1)C(=O)NC1CCCCC1 (stereo not drawn) | 97.9 | 96.1 | -0.4 | 0.0 | 101.1 | 102.6 | 103.3 | 97.2
COc1ccccc1CNC(=O)c1ccc2nc3[nH]c4ccccc4c3nc2c1 | 102.7 | 97.4 | 5.1 | -0.1 | 101.8 | 104.7 | 91.4 | 115.2
O=C(COCc1cc(-c2ccc3c(c2)OCO3)on1)Nc1cccnc1 | 92.2 | 91.8 | 9.6 | -0.4 | 93.2 | 93.3 | 94.3 | 80.4
Cc1ccc(-c2nn(-c3ccccc3)cc2C(=O)N2CCOCC2)cc1C | 96.9 | 94.7 | 3.9 | -0.3 | 98.4 | 93.1 | 95.8 | 101.1
CCOC(=O)c1c(C)[nH]c(C)c1C(=O)COC(=O)/C=C/c1ccc(Cl)cc1 | 107.0 | 106.2 | 6.7 | 8.3* | 103.6 | 97.6 | 86.4 | 93.5
CCOC(=O)c1nc2cc3n(c(C)c-2c1C)C(C)C(CC)=C3C (stereo not drawn) | 101.3 | 101.9 | -4.8 | -0.1 | 101.6 | 100.8 | 96.6 | 90.4
CSCC[C@H](NC(=O)NC1CCCC1)C(=O)O | 106.0 | 101.6 | 3.2 | -0.1 | 107.3 | 96.8 | 106.1 | 100.0
O=C(c1ccc2[nH]c(=O)c(=O)[nH]c2c1)N1CCc2ccccc21 | 103.5 | 98.7 | 11.4 | -0.1 | 101.7 | 97.3 | 94.1 | 94.3
CCCc1c(C(=O)N/N=C(\C)c2ccc(O)cc2)nnn1-c1nonc1N | 89.9 | 102.1 | 9.2 | -0.6 | 102.4 | 101.6 | 101.7 | 95.5
CSc1ccc(CN2C(=O)NC3(CCCCCC3)C2=O)cc1 | 97.1 | 100.2 | 3.3 | 0.0 | 104.8 | 99.3 | 103.8 | 111.0
c1csc(C2C3=C(Nc4ncnn42)c2ccccc2OC3)c1 (stereo not drawn) | 106.5 | 97.6 | 21.9 | 0.0 | 92.2 | 100.7 | 96.4 | 105.8

Assay outcomes deposited in PubChem by several laboratories.

Not a hit list (roughly 3.9% active in at least one column).
